aSyn yeast inh = alpha-synuclein toxicity inhibition in yeast | 370,000 tested, 0.14% active | Yeast expressing alpha-synuclein, growth rescue, BacTiter-Glo, 24 h | Potency, µM (titrated, usually from 46.1 µM), for the others: top-dose growth rescue (activation), hits mostly activators; further: % of control where 0% means no effect; nearly all actives have a fitted effect of over 65% in size
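Readout is rescue of growth in alpha-synuclein-expressing yeast, so inhibitors of toxicity appear as activators. Growth after 24 hr at 30 deg C in galactose medium is quantified by luminescence.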
FUS suppressor = FUS proteinopathy suppression in yeast | 390,000 tested, 0.24% active | S. cerevisiae FUS-expressing, growth rescue, OD600, 24 h | AID 1347120 | Potency, µM (titrated, usually from 76.6 µM), without a hit: at the highest dose growth rescue (activation), hits mostly activators;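 further: plate controls were DMSO vehicle for no effect and reference control for full effect; nearly all actives have a fitted effect of over 55% in size; some results filed as inactive show a strong effect at the top dose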
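Cultures pregrown in 2.5% raffinose medium are shifted to minimal medium containing 2% galactose to express toxic FUS. Compounds are tested at several concentrations. After 24hr at 30C, growth is quantified at 600 nm absorbance.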
TDP43 rescue = TDP-43 toxicity inhibition in yeast; TDP-43 expressing yeast growth rescue, BacTiter-Glo, 24 h; Potency, µM (top dose mostly 46.1 µM), for the others: at the highest dose growth rescue (activation), hits mostly activators; 410,000 tested, 1.8% active; AID 652104; further: % of control where 0% means no effect; nearly all actives have a fitted effect of over 50% in size
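In this qHTS, compounds that restore growth of yeast expressing TDP-43 appear as activators. Cells (OD600=0.02, galactose medium, raffinose-pregrown) are incubated with compound 24 hr at 30 deg C and growth is quantified by BacTiter-Glo.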
PTHR1 ag = agonists of human PTHR1 parathyroid hormone receptor; 410,000 tested, 0.075% active; Q03431; HEK293 GP2 PTHR1 cells, GloSensor cAMP luminescence, 1 h; AID 743266; Potency, µM (series often up to 115 µM), without a hit: at the top dose activation, actives largely listed as activators; further: nearly all actives have a fitted effect of over 55% in size; some results filed as inactive show a strong effect at the top dose; inactives centre near -15; many of its hits are not listed in these tables
Target sequence (Q03431 whole entry, looked up): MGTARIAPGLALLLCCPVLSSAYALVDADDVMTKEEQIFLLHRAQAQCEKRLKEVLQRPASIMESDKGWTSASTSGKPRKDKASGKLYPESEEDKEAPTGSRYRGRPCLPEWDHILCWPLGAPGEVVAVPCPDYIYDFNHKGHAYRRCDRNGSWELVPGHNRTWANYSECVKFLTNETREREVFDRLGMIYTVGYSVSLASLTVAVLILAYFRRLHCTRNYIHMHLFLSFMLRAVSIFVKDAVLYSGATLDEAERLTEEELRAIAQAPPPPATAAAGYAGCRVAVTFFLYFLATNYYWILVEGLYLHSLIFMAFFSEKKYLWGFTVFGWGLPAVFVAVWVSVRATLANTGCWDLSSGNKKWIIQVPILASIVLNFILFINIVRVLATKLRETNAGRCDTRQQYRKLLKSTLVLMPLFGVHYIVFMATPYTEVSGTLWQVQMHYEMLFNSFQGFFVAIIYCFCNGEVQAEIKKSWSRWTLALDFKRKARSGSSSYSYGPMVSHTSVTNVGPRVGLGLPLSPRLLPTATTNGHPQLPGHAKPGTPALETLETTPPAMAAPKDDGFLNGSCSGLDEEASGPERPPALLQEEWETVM
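HEK-293-derived GP2 cells expressing PTHR1 and a GloSensor cAMP reporter, 3,000/well, plated overnight, given luciferin plus IBMX (each 0.5 mM as added) for 1 h at 37 °C, then compound for 1 h at 37 °C. Luminescence was read after 15 min at room temperature.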
EPAC1 ag = agonists of human EPAC1; O95398; EPAC1 agonist qHTS, biochemical assay; response scale: 100% = response to 6.5 mM cAMP; Potency, µM (top dose mostly 154 µM), inactives show at the top dose activation, usual class: activators; 360,000 tested, 0.073% active; AID 720707; further: nearly all actives have a fitted effect of over 60% in size
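Nucleotide exchange assay: 100 nM EPAC1 with 250 nM Rap1B loaded with BODIPY-GDP and 50 uM GDP, room temperature. Fluorescence (480/540 nm) read every 5 min for 30 min; signal change normalized to 6.5 mM cAMP as full agonist.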
EPAC1 antagonist = antagonists of human EPAC1; EPAC1 GEF assay, Rap1b-BODIPY-GDP exchange fluorescence; O95398; 360,000 tested, 0.14% active; AID 720709; Potency, µM (top dose mostly 115 µM), for the others: at the top dose activity change, negative = inhibition, actives largely listed as inhibitors;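 further: plate controls were vehicle for no effect and positive control for full effect; nearly all actives have a fitted effect of over 50% in size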
EPAC2 antagonist = EPAC2 (human) antagonism | EPAC2 GEF exchange of Rap1B-BODIPY-GDP, fluorescence | Potency, µM (highest dose often 114 µM), without a hit: top-dose activity, negative = inhibition, hits mostly inhibitors | 360,000 tested, 0.18% active | AID 720708 | Q8WZA2; further: on the % scale 0 is the no-effect control and ±100 the full control effect; nearly all actives have a fitted effect of over 45% in size; many of its hits are not listed in these tables
EPAC2 agonist = agonists of human EPAC2 (RAPGEF4) | EPAC2 activation, biochemical qHTS; response scale: 100% = 6.5 mM cAMP response | Potency, µM (top dose mostly 154 µM), for inactives: at the top dose activation, most hits filed as activators | 360,000 tested, 0.079% active | AID 720711; further: nearly all actives have a fitted effect of over 50% in size
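Fluorescence exchange assay: 100 nM EPAC2 with 250 nM RAP1B-BODIPY-GDP and 50 uM GDP; compounds tested as a concentration-titration series (qHTS). Loss of Rap1-bound BODIPY-GDP fluorescence read at 480/540 nm; data normalized to 6.5 mM cAMP.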
An asterisk follows results filed as active; i = inactive; ? = inconclusive; . = not tested or not shown; & = joins results of further samples; [ ] = dose if it differs, or a comment. The call rests on the fitted dose curve; in most records, active means well fitted curve in the direction sought with a large enough effect; inconclusive means small, poorly fitted or top-dose-only effect, or another doubt; inactive means no such curve, though single readings can be large; an effect the other way counts as inactive or inconclusive. Potency means the concentration at half of the fitted maximal effect. A portion of the library; count on the stated rates, not on these rows.

structure,aSyn yeast inh,FUS suppressor,TDP43 rescue,PTHR1 ag,EPAC1 ag,EPAC1 antagonist,EPAC2 antagonist,EPAC2 agonist
CCN(CC)S(=O)(=O)c1cc(C(=O)OCC(=O)NC(=O)c2cccn2C)ccc1C,3%,-1%,17%,-34%[inhibitor],1%,8%,-2%,7%
CCOc1ccc(CCNC(=O)C2=C(C)C(=O)OC23CCC(C)CC3)cc1OCC (configuration not stated),4%,14%&26%,1%&28%,-9%&-13%,-3%,-5%,-4%,-2%
CSc1ccccc1NC(=O)C1(C)CCN1C(=O)Cc1ccc(Cl)cc1Cl (configuration not stated),9%,35%,0%,-16%,-1%,-8%,-18%,15%
CN(C)S(=O)(=O)c1ccc(C(=O)Nc2ccc(F)cc2F)cc1,-5%,11%,22%,-40%[inhibitor],-13%,-3%,6%,9%
CCOC(=O)c1c(C)[nH]c(C(=O)N2CCN(CC)CC2)c1C,-4%,?,-26%,0%,4%,-10%,7%,13%
Cc1ccc(CNC(=O)C2CCC(=O)N(Cc3ccccc3F)C2)s1 (configuration not stated),2%,29%,-20%,13%,-3%,-3%,-1%,5%
CN(C)c1ccc(C(=O)Nc2nnc(-c3ccc(Cl)cc3)o2)cc1,?,-10%,?,-17%,-5%,12%,26%,3%
CCO[C@H]1OC(C(N)=O)=C[C@@H](C2CC2)[C@@H]1CCCO,10%,-17%,3%,-24%,6%,-5%,2%,10%
Cc1csc(Nc2ccccc2C(F)(F)F)n1,-34%[inhibitor],-5%,0%,-15%,-10%,-11%,-8%,-13%
COCCN(C(=S)Nc1cc(C)cc(C)c1)C(C)c1cccs1 (configuration not stated),-3%,2%,8%,10%,4%,-4%,-12%,17%
CCN(C(=O)CN1CCN(c2cccc(Cl)c2)CC1)c1c(N)n(Cc2ccccc2)c(=O)[nH]c1=O,1%,20%,-15%,i,7%,-13%,3%,1%
Cc1ccccc1C(=O)Nc1cccc(-c2nnc(SCC(=O)O)n2C)c1,8%,-32%,11%,i,2%,7%,6%,-5%

Grouped by structure: the compounds so far with an aryl thioether with sulfur outside any ring.
structure,aSyn yeast inh,FUS suppressor,TDP43 rescue,PTHR1 ag,EPAC1 ag,EPAC1 antagonist,EPAC2 antagonist,EPAC2 agonist
CSc1ccccc1NC(=O)C1(C)CCN1C(=O)Cc1ccc(Cl)cc1Cl (configuration not stated),9%,35%,0%,-16%,-1%,-8%,-18%,15%
Cc1ccccc1C(=O)Nc1cccc(-c2nnc(SCC(=O)O)n2C)c1,8%,-32%,11%,i,2%,7%,6%,-5%

Next section:
structure,aSyn yeast inh,FUS suppressor,TDP43 rescue,PTHR1 ag,EPAC1 ag,EPAC1 antagonist,EPAC2 antagonist,EPAC2 agonist
COc1cc2nc(N(CCCN(C)C)C(=O)c3ccc(S(=O)(=O)N4CCc5ccccc5C4)cc3)sc2cc1OC,6%,28%,0%,i,18%,-16%,-4%,-3%
O=C(c1ccc(Cl)cc1)c1c[nH]c(C(=O)NNc2ccccc2)c1,-3%,12%,-15%,-31%[inhibitor],5%,-30%,-5%,10%
CCCCC(=O)NNC(=S)NC(=O)c1cccc([N+](=O)[O-])c1,?,9%,14µM*,-3%,14%,-18%,0%,1%
CC(C)[C@H](NC(=O)N1CC(=O)Nc2ccccc21)C(=O)N[C@@H](Cc1c[nH]c2ccccc12)C(=O)O,-2%,-4%,15%,5%,-8%,-8%,1%,6%
CSc1cccc(NC(=S)N(CCCN2CCCC(C)C2)Cc2cccs2)c1 (configuration not stated),0%,3%,-17%,i,6%,-8%,-7%,3%
CC(=O)c1c(C)oc2ccc(OCc3ccccc3)cc12,1%,9%,0%,-5%,16%,-7%,-11%,21%
CCN1CCN(c2sc(S(=O)(=O)CC)nc2S(=O)(=O)c2ccc(C)cc2)CC1,4%,1%,11%,i,7%,5%,2%,4%
COc1cccc(CNc2nc3cc(-c4ccc(F)cc4)sc3c(=O)n2C)c1OC,1%,2%,0%,-82%[inhibitor],-7%,11%,-2%,-4%
C/C(=N\n1c(C)nc2ccccc2c1=O)c1ccc(C)o1,-1%,6%,14%,-18%,7%,-9%,-2%,19%
O=C1c2ccccc2C(Nc2ccc(S(=O)(=O)N3CCCCCC3)cc2)N1Cc1ccco1 (configuration not stated),-5%,35%,0%,i,-9%,-5%,1%,0%
Cc1ccsc1/C=N/Nc1ccc(Cl)nn1,2%,26%,10%,3%,5%,11%,2%,4%
O=C(CC1NCCNC1=O)NC1Cc2ccccc2C1 (configuration not stated),-1%,22%,-12%[1.82 µM],-21%,-1%,7%,1%,4%
CCc1ccc(NC(=O)Cn2cnc3sc(C)c(S(=O)(=O)N4CCOCC4)c3c2=O)cc1,-3%,11%,-14%,i,-6%,-24%,-6%,-3%
Oc1ccc(Cc2ccc(Cl)cc2)c(O)c1,-20%,28%,?,-18%,6%,13%,?,2%
CCC(C)N1CCN(C(=O)c2cc(OC)cc(OC)c2)CC1 (configuration not stated),-1%,-13%,-3%,-10%,0%,-12%,1%,16%
CCOc1ccc(NC(=O)Cn2c(=O)n(CC3CCCO3)c(=O)c3ccccc32)cc1 (configuration not stated),-2%,16%&7%,-24%&0%,-57%[inhibitor],-7%,1%,4%,3%
COc1ccc(OC)c(CN2CCCC(C(=O)N3CCCCC3)C2)c1 (configuration not stated),3%,22%,-4%,i,7%,-2%,3%,-5%
O=C(NNC(=S)NC(=O)c1ccccc1)c1ccc([N+](=O)[O-])cc1,-29%,7%,?,i,3%,-6%,9%,1%
CCCn1c(NCc2cccc(OC)c2O)nc2ccccc21,0%,-15%,2%,-20%,3%,-15%,?,-10%
COc1ccc(NS(=O)(=O)c2ccc3oc(SC(C)C(N)=O)nc3c2)cc1 (configuration not stated),-4%,.,-5%,-30%[inhibitor],3%,7%,-4%,14%
O=C(COC(=O)c1ccc2ccccc2n1)NC1CCCCC1,0%[1.84 µM],8%,25%,i,8%,15%,1%,1%
COc1ccc(-n2ncc3c2CC(C)(C)CC3NC(=O)CCc2c(C)noc2C)cc1 (configuration not stated),7%,31%,13%,-10%,14%,-7%,6%,5%
O=C(NC1CC1)c1ccc(CSCc2ccccc2Cl)o1,4%,-10%,?,-31%[inhibitor],1%,-7%,?,4%
O=C(Nc1ccc(Cl)cc1)N1CCCN(Cc2ccccc2F)C1,0%,25%,-20%,i,7%,-1%,7%,-2%
O=C(COc1ccc(Cl)cc1Cl)NCc1ccco1,13%,26%,15%,-16%[57.5 µM],2%,0%,-3%,2%
COc1ccc(NC(=O)C(Cc2ccccc2)n2cccc2)cc1 (configuration not stated),-2%,8%,5%,-5%,4%,-17%,?,13%
COc1cccc(/C=C/C(=O)OCC(=O)NCc2ccco2)c1OC,0%,-3%,-9%[0.397 µM],i,-9%,0%,3%,-3%
CC(=C1C(=O)c2ccccc2C1=O)N1CCC(C(N)=O)(N2CCCCC2)CC1,-1%,0%,-43%[inhibitor],i,2%,3%,5%,3%
CCCCN(C)CCCNC(=O)c1cc(-c2cccs2)nc2ccccc12,-3%,12%,-15%,i,5%,-19%,9%,11%
CCCn1c(SCC(=O)Nc2ccccc2Cl)n[nH]c1=O,-2%,-7%,21%,-8%,19%,7%,-2%,10%
NC(=O)[C@@H]1CCCN1Cc1nc(Cc2ccccc2F)no1,1%,1%,13%,-23%,-1%,2%,5%,1%
COc1ccc(N2CCN(C(=O)CCS(=O)(=O)c3ccc4c(c3)NC(=O)CO4)CC2)cc1,-7%,6%,17%,-2%,13%,-13%,-3%,10%
COc1ccccc1NCc1nnc(SCC(=O)N/N=C/c2ccco2)n1-c1ccc(Cl)cc1Cl,1%,30%,-9%,i,3%,0%,4%,2%
Cn1c(=O)c2ncn(CC(=O)NCCC3=CCCCC3)c2n(C)c1=O,-2%,22%,-9%,-22%,3%,9%,15%,-4%
CCc1ccc(N2CC(C(=O)OCC(=O)Nc3ccccc3C)CC2=O)cc1 (configuration not stated),-1%,-23%,8%,2%,-11%,-11%,2%,-3%
CCOC(CNC(=O)c1ccc2c(c1)nc(C)n2-c1cccc(F)c1)OCC,1%,30%,-3%,?,-4%,9%,10%,2%
COc1ccc(Br)cc1/C=N/NC(=O)CNC(=O)c1cccnc1,-3%,-10%,-14%,-14%,1%,-11%,-3%,5%
CC(=O)CSc1nc(N)c(C#N)c(-c2cccs2)c1C#N,-5%,5%,9%,i,3%,-20%,-5%,-2%
O=S(=O)(NCC1CCCO1)c1ccc2oc3ccc(S(=O)(=O)NCC4CCCO4)cc3c2c1 (configuration not stated),-1%,12%,1%,-5%[57.5 µM],-1%,-3%,7%,5%
Cc1nc2ccccc2cc1C(=O)N/N=C/c1cccs1,-1%,12%,1%,-5%,0%,-16%,1%,1%
O=C(COc1cccnc1[N+](=O)[O-])Nc1ccccc1Sc1ccccc1,26%,.,14µM*,-15%,5%,-13%,-3%,4%
CCOC(=O)c1ccc(N2C(=O)C(O)=C(C(C)=O)C2c2ccccn2)cc1 (configuration not stated),-2%,10%,-14%,i,0%,-1%,4%,7%
O=C(COc1ccc([N+](=O)[O-])cc1)Nc1cccc2nsnc12,-7%,14%,-3%,-2%,6%,-8%,4%,15%
COCCn1c(SCC(=O)c2c(N)n(C3CC3)c(=O)[nH]c2=O)nnc1-c1ccc(Cl)cc1,1%[1.84 µM],3%,23%,i,15%,10%,-3%,1%
CCCCN(CC)CCCNC(=O)c1cn(C)c2ccc(S(=O)(=O)N(C)C3CCCCC3)cc2c1=O,-3%,16%&9%,-2%&6%,i,9%,-11%,7%,12%
